# Compound activity from PubChem BioAssay.
# proCasp3 act – activators of human procaspase-3 D3A mutant, primary screen, biochemical, absorbance, PC-3 D3A mutant, single concentration. Caspase-3 (Homo sapiens), P42574. recombinant procaspase-3 D3A, Ac-DEVD-pNA absorbance 405 nm. activation, % at 8.5 µM. actives 0.11% (n = 330,000);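 active means activation above the mean of all tested compounds plus 3 SD, cut at about 21% in these data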;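 further: 0% = DMSO alone and 100% = DMSO wells spiked with extra 5 µM PC-3 D3A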
#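 Assay system: Procaspase-3 D3A mutant, all three cleavage aspartates alanine. Buffer or medium: Zinc-free HEPES saline buffer with Triton X-100. Times: 1 h compound preincubation, 2 h substrate hydrolysis at 25 °C. Measured by: 405 nm absorbance of p-nitroaniline, reads at 0 and 120 min. Read-out basis: percent activation relative to control range. Replicates: singlicate.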
# PP5 inh – PP5 phosphatase inhibitors, primary screen, biochemical, fluorescence | purified PP5c, OMFP substrate fluorescence | actives 0.18% (n = 320,000) | inhibition, % at 6.7 µM | AID 1987, 2009 | Serine/threonine-protein phosphatase 5 (Homo sapiens), P53041;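 active means inhibition above the campaign's mean inhibition across all tested compounds plus 3 SD, cut at about 9.5% in these data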;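 further: 0% = DMSO only and 100% = 100 µM cantharidin control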
# VLA-4 inh – inhibition in human VLA-4 binding assay, primary screen, VLA-4 allosteric modulator project, MLPCN library, flow cytometry, VLA-4 expressing cells. ligand binding flow cytometry. inhibition, % (about 7 µM as worked out from the volumes in the protocol). actives 0.2% (n = 330,000). AID 2557, 2010; in the data active means inhibition above about 50%
# Target sequence (P13612 whole entry, looked up): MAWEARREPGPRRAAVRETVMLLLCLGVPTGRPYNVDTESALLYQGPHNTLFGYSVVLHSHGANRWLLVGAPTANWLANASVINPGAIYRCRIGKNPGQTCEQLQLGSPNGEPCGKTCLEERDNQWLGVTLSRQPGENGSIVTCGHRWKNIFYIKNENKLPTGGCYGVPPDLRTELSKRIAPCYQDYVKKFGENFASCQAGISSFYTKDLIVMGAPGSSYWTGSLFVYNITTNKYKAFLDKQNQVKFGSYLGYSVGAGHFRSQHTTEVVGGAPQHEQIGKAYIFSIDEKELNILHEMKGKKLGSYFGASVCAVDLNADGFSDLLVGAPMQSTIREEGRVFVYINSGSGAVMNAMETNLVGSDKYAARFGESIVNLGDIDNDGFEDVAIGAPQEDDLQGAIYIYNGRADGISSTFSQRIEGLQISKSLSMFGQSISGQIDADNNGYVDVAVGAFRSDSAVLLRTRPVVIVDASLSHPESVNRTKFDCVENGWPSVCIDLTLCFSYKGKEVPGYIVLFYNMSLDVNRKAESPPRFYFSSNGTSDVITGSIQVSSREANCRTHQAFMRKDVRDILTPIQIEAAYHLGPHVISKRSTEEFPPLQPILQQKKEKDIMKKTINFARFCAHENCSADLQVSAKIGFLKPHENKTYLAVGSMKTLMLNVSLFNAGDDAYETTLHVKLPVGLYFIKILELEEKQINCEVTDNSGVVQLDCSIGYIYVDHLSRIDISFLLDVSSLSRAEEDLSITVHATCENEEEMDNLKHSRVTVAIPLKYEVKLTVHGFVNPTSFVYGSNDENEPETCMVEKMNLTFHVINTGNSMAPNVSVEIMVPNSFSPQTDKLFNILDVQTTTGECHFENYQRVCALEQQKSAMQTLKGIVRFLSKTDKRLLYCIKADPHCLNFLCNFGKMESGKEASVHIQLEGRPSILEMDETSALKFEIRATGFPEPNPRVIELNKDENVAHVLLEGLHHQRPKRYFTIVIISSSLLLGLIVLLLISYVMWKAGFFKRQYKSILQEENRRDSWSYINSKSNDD
# HCV core dimer – inhibitors of HCV core protein dimerization, primary screen, biochemical, TR-FRET, high-throughput. actives 0.33% (n = 300,000). inhibition, % at 5 µM. TR-FRET GST/Flag-core106 dimerization, 1536-well;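 active means inhibition above the mean of all tested compounds plus 3 SD, set per screening campaign, cut at about 45% in these data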
#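 System – GST-tagged and Flag-tagged HCV core protein residues 1-106 · Repeats – one well for each compound · Technique – TR-FRET 671 and 617 nm emission · Doses – one concentration, 5 µM, in 0.5% DMSO · Times – 4 h, 22.5 °C incubation · Also added – Eu donor and XL665 acceptor anti-tag antibodies · Measure – percent inhibition of core106 dimerization signal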
# proCasp7 act – procaspase-7 activators, primary screen, counter-screen for procaspase-3 activator project, biochemical, absorbance, HTS, human | recombinant procaspase-7, Ac-DEVD-pNA absorbance 405 nm; D23A/D198A/D206A triple mutant, cannot self-cleave; scale: DMSO 0, 5 µM enzyme 100 | Caspase-7 (Homo sapiens), P55210 | activation, % at 8.5 µM | actives 0.093% (n = 330,000);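 active means percent activation above the screen-wide mean plus 3 SD, cut at about 25% in these data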
#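 Material: Procaspase-7 triple mutant (PC-7 D3A) | Quantity: 2 µM procaspase-7 mutant as dispensed | Reagent: DEVD-pNA substrate | Times: 1 h preincubation, 2 h reaction | Technique: 405 nm absorbance of p-nitroaniline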
# PP1 counter – PP1-alpha phosphatase inhibitors, primary screen, counter-screen for PP5 inhibitor project, biochemical, fluorescence, OMFP substrate, single point; inhibition, % at 6.7 µM; purified PP1alpha; AID 2235, 2010; Serine/threonine-protein phosphatase PP1-alpha catalytic subunit (Homo sapiens), P62136; actives 0.9% (n = 320,000);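 active means inhibition above the mean inhibition of all tested compounds plus 3 SD, computed separately for each screening campaign, cut at about 15% in these data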
# GRK2 aptamer HTS – compounds blocking aptamer binding on GRK2 – biochemical, human GRK2, bead flow cytometry, HTS, primary screen; Beta-adrenergic receptor kinase 1 (Homo sapiens), P25098; FAM-aptamer displacement from GRK2; AID 488847, 2010; actives 0.59% (n = 330,000); inhibition of aptamer binding, % at 10 µM;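 active means inhibition of aptamer binding above 40%, roughly 3 SD of noise, on plates passing a quality check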;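 further: median bead fluorescence of bound FAM aptamer so fluorescent compounds give negative values; no value below 0 was filed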
# CTSL1 counter – Fasciola hepatica cathepsin L1 inhibitors, primary screen, counter-screen for PFM18AAP inhibitor project, biochemical, QFRET, fluorogenic peptide substrate; inhibition, % at 5.96 µM; actives 0.49% (n = 300,000); AID 1906, 2009; recombinant F. hepatica cathepsin L1, Z-Leu-Arg-MCA fluorescence;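 active means inhibition above the mean of all tested compounds plus 3 SD, set per screening campaign, cut at about 17% in these data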;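 further: 0% = plate median of test compound wells and 100% = 1 µM Z-Phe-Ala-diazomethylketone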
# JMJD2C inh – inhibitors of GASC-1 histone demethylase, primary screen, biochemical, fluorescence, DELFIA europium; Lysine-specific demethylase 4C (Homo sapiens), Q9H3R0; GST-JMJD2C(1-420) H3K9me3 demethylation; inhibition, % at 2.35 µM; actives 0.069% (n = 330,000);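 active means more than half of a compound's replicate wells show inhibition beyond 50%, single wells judged on their own value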;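 further: signal counts dimethyl H3K9 product captured on neutravidin plate; 0% = median of DMSO wells and 100% = 0.3 times that DMSO median; strong numbers were not always called active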
# An asterisk follows results filed as active; · = not tested or not shown; & = joins results of further samples.
# Sample of the layout:
SMILES,proCasp3 act,PP5 inh,VLA-4 inh,HCV core dimer,proCasp7 act,PP1 counter,GRK2 aptamer HTS,CTSL1 counter,JMJD2C inh
CCOC(=O)C1=C(C)N(C)C(=S)NC1c1cc(OC)ccc1OC (stereo not drawn),-9,-1.8,-11,-2,-8,-1,5,6,3
O=C(CSCc1ccc(Cl)cc1)N/N=C/c1ccccc1,13,3.9,16,2,3,-1,1,0,2

# Results, repeating the preview:
SMILES,proCasp3 act,PP5 inh,VLA-4 inh,HCV core dimer,proCasp7 act,PP1 counter,GRK2 aptamer HTS,CTSL1 counter,JMJD2C inh
CCOC(=O)C1=C(C)N(C)C(=S)NC1c1cc(OC)ccc1OC (stereo not drawn),-9,-1.8,-11,-2,-8,-1,5,6,3
O=C(CSCc1ccc(Cl)cc1)N/N=C/c1ccccc1,13,3.9,16,2,3,-1,1,0,2
CC1=C(C(=O)Nc2ccccc2)C(c2ccco2)C(C#N)=C(SCC(=O)OC(C)C)N1 (stereo not drawn),-2,2.9,-9,5,-11,-1,5,0,-15
O=C(c1ccco1)N1CCN(C(=O)C2CCN(S(=O)(=O)Cc3ccccc3)CC2)CC1,-2,-0.3,-10,-6,-5,-2,0,-5,28
COc1ccc(NC(=O)CN(C)S(=O)(=O)c2ccccc2)c([N+](=O)[O-])c1,-1,3.4,-2,-3,3,0,2,-4,2
Cc1ccc(/C=C/C(=O)NC(=S)Nc2ccc(S(=O)(=O)Nc3cc(C)on3)cc2)cc1,-4,2.7,15,24,4,4,1,8,-1
CCOC(=O)c1c(NC(=O)CSc2nc3nc(C)cc(C)n3n2)sc(CC)c1C,5,-1.8,10,12,3,-1,2,2,-10
Cc1ccc(CN2C(=O)C(=O)N(CC(N)=O)C2=O)cc1,0,3.4,9,-7,9,-2,2,-1,-3
CS(=O)(=O)c1sc(C(=O)NC(=S)Nc2ccc(OC(F)(F)F)cc2)c2c1C=CCC2,-10,2.3,-1,-1,-11,-2,0,-2,-25
COc1ccc(NC(=O)CNC(=O)c2sc3ccccc3c2Cl)c(OC)c1,3,1.9,11,·,-9,3,1,·,10
COc1ccccc1CN(Cc1nc2ccccc2c(=O)[nH]1)C(=O)Nc1cccc(C)c1,7,7.1,0,3,5,0,0,1,-8
Cn1ccnc1SCC(=O)Nc1cc(F)ccc1F,-9,-0.6,5,-2,10,-2,3,3,0
COc1ccc(/C=N/NC(=O)c2nonc2N)cc1OC,6,0.2,4,1,2,-3,4,1,3
COc1cc(Br)cc(/C=C/c2ccc3cccc(O)c3n2)c1OC,1,1.6,-1,-12,-2,13,2,7,-15
COc1cccc(Nc2nc(N)nc(C(F)(F)F)n2)c1,2,-0.4,-347,-1,1,1,0,-4,-11
COc1cc(/C=N/NC(=O)c2ccncc2)ccc1OCc1cnc(Cl)s1,3,-0.1,-1,1,8,-5,0,1,-5
CC(C)n1nc(C(=O)Nc2cccc(S(=O)(=O)N3CCCCC3)c2)c2ccccc2c1=O,3,2.5,-1,·,1,2,1,·,-8
Cc1ccc(C)c(OCCCC(=O)N2CCOCC2)c1,7,4.1,6,-7,7,-2,2,-4,-10
Cc1cccc(C)c1NC(=O)NN=C1CCCCC1,1,-2.7,-1,2,6,-5,0,-2,-2
Cc1cc(SCC(=O)NC2CCCCC2)nc2ccccc12,7,4.8,19,-1,2,3,1,1,7
CCOC(=O)C1(Cc2ccc(OC)cc2)CCN(C(=O)c2ccc3[nH]ccc3c2)CC1,-4,-1.2,-2,4,10,0,4,5,3
Cc1cc(C)cc(OCC(=O)OCc2nnc(-c3ccccc3)o2)c1,-4,0.8,-9,2,4,-1,4,-5,8
CCOc1ccc(-n2nnc3c(=O)n(CC(=O)N4CCCc5ccccc54)cnc32)cc1,6,-0.5,-10,10,2,8,0,-1,3
COc1ccc(/C(N)=N/OC(=O)CC2CCCCC2)cc1OC,7,0.6,-3,-17,8,-2,4,3,-4
C/C(=N/Nc1ncc(Br)cn1)c1ccc(Br)cc1,-5,0.8,8,-9,-6,-3,0,6,-4
# Continuation:
SMILES,proCasp3 act,PP5 inh,VLA-4 inh,HCV core dimer,proCasp7 act,PP1 counter,GRK2 aptamer HTS,CTSL1 counter,JMJD2C inh
Nc1ncnc2c1ncn2C1CCCC1,3,-0.9,20,10,6,-2,3,1,·
O=C(CSCc1ccc(F)cc1)Nc1ccccc1,-2,3.5,2,-4,-7,-9,7,8,-30
COCCNC(=O)CN(CCc1ccccc1)S(=O)(=O)c1ccc(Br)cc1,-6,3.0,5,-8,11,33*,1,-2,-1
CCCCCCOC(=O)C(C#N)c1nc2ccccc2nc1N1CCOCC1 (stereo not drawn),3,1.7,3,4,-4,1,1,0,-2
O=C(CCC1CCCC1)N1CCN(C(=O)c2ccco2)CC1,2,-0.2,13,-2,7,-1,3,-5,21
O=C(COC(=O)c1cccc(S(=O)(=O)NCc2ccccc2)c1)NCC1CCCO1 (stereo not drawn),4,2.7,16,-2,11,0,0,-1,-4
COc1ccc(-c2noc(CSc3nnc(-c4ccccc4)n3C)n2)cc1,-3,3.2,2,2,8,-3,0,3,-6
CCOc1c2ccc(C(=O)NCc3ccc(C)cc3)cc2nn1CC,18,1.6,·,10,-9,-6,·,-5,21
CCOC(=O)c1c(NC(=S)Nc2ccc(C)cc2)sc2c1CCC2,-1,1.4,10,15,-7,-3,1,-3,4
COc1ccc(NC(=O)CSc2nnc(C(C)C)n2N)cc1,-2,-0.8,5,1,-3,-2,0,2,10
O=C(COC(=O)c1nc(Cl)c(Cl)c(Cl)c1Cl)c1ccc[nH]1,9,6.5,-14,10,-7,-5,1,-1,-5
Cc1cccc(N(C)c2ccc3cc(S(=O)(=O)N4CCCC4)ccc3n2)c1,12,4.3,23,-1,18,5,4,1,1
CCCCN1C(=O)C2(NNc3ccccc3O2)c2ccccc21 (stereo not drawn),-16,3.2,-371,2,-8,-2,2,-4,-18
Cn1c(CO)cnc1SCc1ccc([N+](=O)[O-])cc1,7,-2.3,6,-4,-1,-6,0,-6,40
CNc1nc(OC)nc(N2CCOCC2)n1,-9,-0.8,13,-2,-5,-5,0,-5,3
O=C(O)C(NS(=O)(=O)c1ccccc1)C(O)c1ccccc1 (stereo not drawn),1,1.3,1,-4,11,-3,8,-5,-19
O=C(Nc1ccccc1N1CCCC1)C1CCN(S(=O)(=O)c2ccccc2C(F)(F)F)CC1,3,1.9,-10,2,2,0,0,-1,-1
CCc1ccc(C(=O)NCc2ccc(Cl)cc2)cc1,2,1.6,-1,-2,2,1,0,0,2
Cc1ccc(C(=O)NCc2ccncc2)cc1S(=O)(=O)Nc1cccc(C)c1C,-1,1.3,-1,2,6,-8,2,2,2
O=C(c1ccco1)N1CCN(S(=O)(=O)c2cc(Cl)ccc2Cl)CC1,3,0.4,1,-10,-2,1,0,8,4
O=C(O)CNC(=O)CCCn1nnc2ccccc2c1=O,2,1.8,0,-1,0,-2,1,-1,-2
N=C(N)SCc1nc2ccccc2c(=O)n1-c1ccccc1Cl,2,2.2,4,9,6,4,0,0,-5
c1ccc(CNc2nnnn2-c2ccccc2)cc1,1,1.8,24,-2,1,1,2,-2,0
CCOc1ccc(C(=O)CCC(=O)Nc2ncccc2O)cc1,-1,-0.6,-2,26,3,2,0,3,8
O=C1CCC(=O)O1,2,-2.2,5,·,2,1,4,·,4
# Continued:
SMILES,proCasp3 act,PP5 inh,VLA-4 inh,HCV core dimer,proCasp7 act,PP1 counter,GRK2 aptamer HTS,CTSL1 counter,JMJD2C inh
Cc1ccnc2nc(C(=O)OCC(=O)NC3CCC(C)CC3)nn12 (stereo not drawn),9,-0.6,3,·,-2,-1,0,·,-10
O=C(O)/C=C\c1ccccc1Oc1ccc(F)cc1,-5,1.9,8,-2,-6,0,5,-3,0
Cc1ccccc1OCCC(=O)Nc1cc(S(=O)(=O)N2CCOCC2)ccc1OC(C)C,5,2.9,-7,4,-5,-2,0,-2,33
O=C(CCN=C1NS(=O)(=O)c2ccccc21)OCC(=O)c1ccccc1,-3,-1.2,2,2,5,-4,0,3,-5
CN(C(=O)CSc1nnc(-c2cccs2)n1N)c1ccccc1,-1,·,-19,·,-3,·,3,·,10
COc1ccc(CC(=O)Nc2ccc(C(N)=O)cc2)cc1,5,1.2,8,2,1,3,3,-4,19
O=C(Cc1n[nH]c(=O)c2ccccc12)OCc1c(Cl)cccc1Cl,6,-0.4,0,3,-2,-4,0,-2,2
Cc1ccc(C(=O)NC(=C(Cl)Cl)S(=O)(=O)c2ccc(C)cc2)cc1,-8,3.1,4,4,0,1,0,5,7
O=C(COC(=O)c1ccc(Sc2ccccc2)c([N+](=O)[O-])c1)NC1CCCc2ccccc21 (stereo not drawn),9,0.3,4,12,9,-3,1,0,-5
COc1ccc(OC)c(NC(=O)NNC(=O)CCCOc2ccc(Cl)cc2C)c1,-20,0.4,0,-3,11,3,2,5,-4
COc1ccc(NS(=O)(=O)c2ccc(NS(=O)(=O)c3cccc(C(=O)O)c3)cc2)cc1,8,-0.4,10,11,-8,2,0,1,-8
Cc1ccc(NC(=O)c2oc3ccc(S(=O)(=O)N4CCOCC4)cc3c2C)c(C)c1,0,-0.1,-1,4,2,-3,0,2,2
Cc1ccc(NC(=O)c2ccccc2Cl)c(Cl)c1,-3,1.2,-1,1,-4,2,1,-1,-2
Cc1nn(C(C)C(=O)N2CCc3ccccc32)c(C)c1[N+](=O)[O-] (stereo not drawn),8,0.8,2,7,5,-2,0,3,-2
CCOC(=O)c1[nH]c(C)c(C(=O)OCC(=O)NC2CCS(=O)(=O)C2)c1C (stereo not drawn),-2,-0.6,2,3,0,-2,2,1,5
Cc1ccc(NC(=O)CN2C(=O)NC(Cc3c[nH]c4ccccc34)C2=O)cc1S(=O)(=O)N1CCCCC1 (stereo not drawn),-5,4.7,0,1,4,3,0,-5,1
CCOC(=O)c1ccc(N2C(=O)CC(N(C)CCc3ccc(OC)c(OC)c3)C2=O)cc1 (stereo not drawn),-18,-2.3,-5,2,-15,3,0,-1,14&-5
